ARNT-TACC3 inh: ARNT/TACC3 interaction disruption. Q9Y6A5. hit rate 0.66% among 390,000. AlphaScreen His-ARNT PAS-B/GST-TACC3 binding, luminescence; TACC3 fragment carries E629A point mutation. inhibition, % at 9.99 µM. AID 623870;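 active = mean inhibition of replicates at least 50% and at least half of replicates each reaching 50%; inconclusive = half or more replicates reach 50% but mean below 50%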;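 also: 0% = complete ARNT plus TACC3 wells and 100% = ARNT alone without TACC3; many hits fall short of the cut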
GSIS activator: primary screen for activators of insulin secretion dependent on glucose, INS-1E cells, GLuc reporter luminescence | INS-1E GLuc reporter insulin secretion, 2-3 h | activation, % at 16.6 µM | hit rate 0.61% among 370,000 | AID 743287;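 active = lowest replicate activation of at least 40%, so every replicate reaches that level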;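 also: 0% = median of neutral control wells and 100% = median of IBMX positive control wells; some compounds called inactive have numbers as strong as hits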
RAD52 anneal inh: inhibitors of human RAD52 DNA annealing. AID 651710. recombinant RAD52 DNA annealing, FRET fluorescence. P43351. hit rate 0.46% among 360,000. inhibition, % at 18.7 µM;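 active = every replicate showing at least 50% inhibition; inconclusive = mean inhibition at least 50% but not in every replicate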
Target sequence (P43351 whole entry, looked up): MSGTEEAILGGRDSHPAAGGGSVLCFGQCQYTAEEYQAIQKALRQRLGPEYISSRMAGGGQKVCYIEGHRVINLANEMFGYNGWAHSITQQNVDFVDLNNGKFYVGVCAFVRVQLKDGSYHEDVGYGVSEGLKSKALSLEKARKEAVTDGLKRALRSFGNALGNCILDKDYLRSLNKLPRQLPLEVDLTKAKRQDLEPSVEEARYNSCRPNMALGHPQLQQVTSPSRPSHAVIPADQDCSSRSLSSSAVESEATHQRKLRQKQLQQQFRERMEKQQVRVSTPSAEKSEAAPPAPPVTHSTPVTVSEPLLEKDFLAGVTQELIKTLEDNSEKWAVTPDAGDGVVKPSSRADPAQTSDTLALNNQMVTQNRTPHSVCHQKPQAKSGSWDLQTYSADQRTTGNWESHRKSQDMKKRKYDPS
Xi reactivation: X-chromosome reactivation activator. hit rate 0.055% among 360,000. XiGFP mouse fibroblasts, % GFP-positive cells imaging, 3 d; cells co-treated with 5-aza-dC sensitizer; scaled so ellipticine positive control = 100%. activation, % at 7.58 µM;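 active = mean normalized replicate activation at least 10% and every replicate at or above 10%; inconclusive = only one of the two criteria met; inactive = mean below 10% and not all replicates reach 10%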;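 also: 0% = median of on-plate neutral control wells and 100% = ellipticine 6 µM median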
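System: XiGFP fibroblasts, SV40-immortalized. Medium: DMEM plus 5-aza-dC sensitizer. Doses: single point. Timing: 3 d treatment, 15 min room-temperature fixation. Control set: ellipticine 6 µM.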
ERAP1 HTS inh: ERAP1 (human) enzyme inhibition; Q9NZ08; recombinant ERAP1, Leu-AMC fluorescence, 60 min; inhibition, % at 10.7 µM; hit rate 0.15% among 340,000; AID 652197;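 active = mean replicate inhibition of at least 30%, or all replicates individually reaching that 30% level; inactive = mean below 30% and not every replicate reaching it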;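 also: 0% = neutral control wells and 100% = L-leucinethiol positive control wells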
RAD54 branch: RAD54 (human) branch migration inhibition. AID 602329. hit rate 0.14% among 360,000. RAD54 Holliday junction branch migration, FAM/BHQ fluorescence. inhibition, % at 10.4 µM. Q92698;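 active = mean normalized replicate activity at least 40 and at least half of replicates scoring 40 or more; inconclusive = only one of the two criteria met; inactive = mean below 40 and under half of replicates reaching 40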;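 also: 0% = median of neutral control wells and 100% = median of positive control wells; inhibitors cause a drop in the FAM fluorescence signal; in these data hits start at about 50%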
esBAF inh: inhibitors of esBAF chromatin remodeling in mouse ES cells; Bmi1-luciferase knock-in reporter, 24 h; 100% = twice the neutral-well signal; hit rate 2% among 350,000; reporter increase, % at 12.5 µM; in the data active = activation above about 40%; inconclusive = no clear call, values can overlap the other calls;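 also: 0% = median of the plate's neutral control wells and 100% = double that signal; a rise in the Bmi1 reporter signal indicates esBAF inhibition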
CFTR F508del cor: correctors of CFTR F508del function in bronchial epithelial cells. CFBE cells, YFP halide quenching; stimulated with forskolin plus potentiator P3; % fluorescence drop versus neutral controls. hit rate 0.36% among 350,000. activity (quench increase), % at 7.58 µM;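 active = mean added fluorescence quench of at least 8% versus neutral control, with both replicates also reaching 8%; inconclusive = only one of the mean or replicate conditions met; inactive = mean below 8% and not both replicates reaching 8%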;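 also: cells transiently co-express mutant CFTR-F508del with the halide-sensitive YFP; corrector assay measuring rescue of mutant channel to the surface after 24 h compound exposure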
* = called active by the depositor; ? = inconclusive; . = no result given; & = joins results of further samples.

SMILES | ARNT-TACC3 inh | GSIS activator | RAD52 anneal inh | Xi reactivation | ERAP1 HTS inh | RAD54 branch | esBAF inh | CFTR F508del cor
O=C(C[C@H]1CC[C@@H]2[C@H](COC[C@H](O)CN2Cc2ccc(Oc3ccccc3)cc2)O1)N1CCOCC1 | 9 | 7 | 3 | 0.1 | 0 | -1 | 18 | -6.3
CC1CCN(S(=O)(=O)c2ccc(C(=O)Nc3nnc(-c4ccncc4)o3)cc2)CC1 | . | 4 | -32 | -0.1 | -3 | 0 | -5 | 1.6
OCCN1CCN(c2ncnc3c2ncn3[C@H]2CN(Cc3ccccc3)C[C@@H](CO)O2)CC1 | . | 2 | -9 | 0.0 | -1 | 8 | -4 | 0.3
COc1ccc(Cc2nc3ccc(C(=O)N(C)Cc4nccs4)cc3o2)cc1OC | -3 | 0 | -18 | 0.2 | -1 | 11 | -2 | -1.0
C[C@@H]1CN([C@@H](C)CO)C(=O)c2cc(-c3ccccc3F)cnc2O[C@@H]1CN(C)C(=O)c1ccccn1 | 2 | 5 | -5 | -1.4 | 0 | 2 | -3 | -5.9
COc1ccccc1N1CCN(S(=O)(=O)c2c(C)[nH]c(C)c2C(=O)N2CCCCC2)CC1 | -1 | -19 | -11 | 0.0 | 1 | 3 | 0 | 0.7
O=C(NNC(=O)c1ccccc1[N+](=O)[O-])c1cnccn1 | 7 | -11 | . | . | . | -6 | -8 | .
C[C@H](CO)N1C[C@H](C)[C@@H](CN(C)CC2CCCCC2)Oc2ccc(NC(=O)Nc3cccc4ccccc34)cc2CC1=O | 47* | -5 | -17 | 0.0 | 0 | 5 | -5 | -5.7
COC(=O)c1ccccc1NC(=S)NC(NC(=O)c1ccco1)C(Cl)(Cl)Cl (stereo not given) | 12 | 0 | -30 | . | 2 | . | . | 0.3
Clc1cccc(N/N=C/c2ccc(N3CCOCC3)cc2)c1 | -1 | . | 2 | . | -1 | 0 | -5 | -3.1
c1ccc(-c2ccc(CNC3CC3)cc2)cc1 | -4 | 44 | -6 | 0.2 | 0 | -1 | 5 | -1.4
CCC(=O)N1CCCC(C)(C(=O)NS(=O)(=O)c2ccccc2Cl)C1 (stereo not given) | . | 0 | -6 | 0.0 | 10 | 5 | -2 | 3.0
C[C@H](CO)N1C[C@H](C)[C@H](CN(C)C(=O)Nc2ccccc2)Oc2ncc(C#Cc3ccc(C(F)(F)F)cc3)cc2C1=O | 4 | . | 2 | . | 2 | -2 | -5 | 0.0
COc1ccc(S(=O)(=O)N[C@H]2CC[C@H](CCNC(=O)c3ccccc3F)O[C@@H]2CO)cc1 | 7 | -3&10 | -4&-18 | 0.3&0.0 | 1 | 3 | 5 | -3.1&-4.2
C[C@@H]1CN([C@@H](C)CO)C(=O)c2cc(C3=CCCCC3)cnc2O[C@H]1CN(C)C(=O)NC1CCCC1 | -2 | -8 | 1 | -0.8 | 0 | 12 | 5 | -2.4
O=C(Nc1nc(-c2ccccn2)cs1)C1CCCC1 | 59* | -5 | -20 | 0.1 | 0 | -3 | 38 | -2.6
O=C(NCC[C@H]1CC[C@H](NC(=O)c2cccnc2)[C@@H](CO)O1)Nc1ccc(Cl)cc1 | -1 | 13&-6 | 19 | 0.0&-0.3 | -1 | 2 | 1 | -5.3
O=C(NCC[C@@H]1CC[C@@H](NC(=O)c2cnccn2)[C@H](CO)O1)Nc1ccc(F)cc1 | -3 | 19 | 7 | -0.4 | 1 | 4 | 2 | 5.5
COc1ccc(C(=O)NNC(=O)c2ccccc2[N+](=O)[O-])cc1Br | -9 | 9 | -2 | -0.2 | 2 | . | . | .
C[C@@H]1CCCCO[C@H](CN(C)S(C)(=O)=O)[C@H](C)CN([C@@H](C)CO)C(=O)c2cc(NC(=O)CCC(F)(F)F)ccc2O1 | . | 12 | . | 0.3 | . | . | -2 | 0.5
Cc1ccc(S(=O)(=O)Nc2cccc3c2O[C@H](CN(C)C(=O)Nc2cccc4ccccc24)[C@H](C)CN([C@H](C)CO)C3=O)cc1 | 1 | -17&-4 | -96 | ? | -2 | 5 | 12 | -0.9
COc1ccc(C)cc1NC(=O)COC(=O)c1ccc2c(c1)OCCO2 | -7 | . | -10 | 0.0 | 2 | -15 | 3 | 3.2
COc1ccc2c3c([nH]c2c1)[C@@H](CO)N(C(=O)C1CCC1)CC31CCN(C(=O)c2ccccn2)CC1 | . | -5 | 7 | 0.4 | 3 | . | . | 1.1
CCCC(=O)Nc1ccc2c(c1)C(=O)N(C)C[C@H](OC)[C@H](C)CN(CCC)[C@H](C)CO2 | -2 | 3 | 12 | 0.2 | -2 | 3 | 2 | .
O=S(=O)(NCC(c1ccco1)N1CCc2ccccc2C1)c1ccc(F)cc1 (stereo not given) | -6 | 7 | -22 | -0.1 | -7 | 1 | 3 | -3.8

Among those listed so far, 2 have a nitro group on carbon:
SMILES | ARNT-TACC3 inh | GSIS activator | RAD52 anneal inh | Xi reactivation | ERAP1 HTS inh | RAD54 branch | esBAF inh | CFTR F508del cor
O=C(NNC(=O)c1ccccc1[N+](=O)[O-])c1cnccn1 | 7 | -11 | . | . | . | -6 | -8 | .
COc1ccc(C(=O)NNC(=O)c2ccccc2[N+](=O)[O-])cc1Br | -9 | 9 | -2 | -0.2 | 2 | . | . | .

The main list resumes with the three entries that preceded the break.
SMILES | ARNT-TACC3 inh | GSIS activator | RAD52 anneal inh | Xi reactivation | ERAP1 HTS inh | RAD54 branch | esBAF inh | CFTR F508del cor
COc1ccc2c3c([nH]c2c1)[C@@H](CO)N(C(=O)C1CCC1)CC31CCN(C(=O)c2ccccn2)CC1 | . | -5 | 7 | 0.4 | 3 | . | . | 1.1
CCCC(=O)Nc1ccc2c(c1)C(=O)N(C)C[C@H](OC)[C@H](C)CN(CCC)[C@H](C)CO2 | -2 | 3 | 12 | 0.2 | -2 | 3 | 2 | .
O=S(=O)(NCC(c1ccco1)N1CCc2ccccc2C1)c1ccc(F)cc1 (stereo not given) | -6 | 7 | -22 | -0.1 | -7 | 1 | 3 | -3.8
O=S(=O)(c1ccccc1C(F)(F)F)N1CCN(CC(O)COc2ccccc2F)CC1 (stereo not given) | 0 | -35 | -11 | 0.0 | 1 | 1 | 0 | -1.9
O=C(NC1CCCCC1)N1CC(=O)N2[C@@H](CO)[C@H](c3ccc(/C=C/c4ccccc4)cc3)[C@@H]2C1 | . | 5 | -4 | 0.0 | 0 | . | . | -3.0
CO[C@H]1CC[C@H]2CCOc3c(C#N)cccc3C(=O)N(C)CC3(CCCCC3)CC(=O)N(C)C[C@@H]1O2 | -10 | 5 | 10 | 0.1 | 3 | -13 | 10 | -0.5
COCc1cc(Sc2ccc(OC)cc2)nc(-c2ccccc2)n1 | -5 | -10 | -2 | 0.0 | -3 | . | . | 5.1
Cc1cccc(C(=O)N[C@H](C(=O)NCCc2ccc(S(N)(=O)=O)cc2)C(C)C)c1 | -3 | 4 | -7 | 0.1 | 4 | 3 | 0 | 1.6
CN(C)CCOC(=O)NCC12CC3CC(CC(C3)C1)C2 | -22 | 16 | -11 | 0.0 | 3 | -11 | 5 | -4.5
N#CCCn1cc(C=C(C#N)C#N)c(-c2ccc(-c3ccccc3)cc2)n1 | -16 | 11 | . | -0.2 | . | 6 | . | .
COC(=O)CCC(=O)NS(=O)(=O)c1ccc(N=NN2CCOCC2)cc1 | 15 | 3 | -12 | 0.1 | -2 | . | . | -2.2
C[N+]1(CCOC(=O)C2(c3ccccc3)CCCC2)CCCCC1 | -2 | 3 | -13 | 0.2 | 67* | . | . | -1.0
COc1ccc(C)cc1NC(=O)C1CCCCN1S(=O)(=O)c1ccccc1 (stereo not given) | 7 | 7 | -14 | 1.0 | -2 | -7 | 2 | 4.3
Cc1noc(C)c1S(=O)(=O)Nc1ccc2c(c1)C(=O)N([C@H](C)CO)C[C@H](C)[C@H](CN(C)C(=O)Nc1ccc3c(c1)OCO3)OCCCC[C@@H](C)O2 | -3 | -2 | 2 | -0.4 | 0 | 0 | -5 | -3.6
Cc1ccc(C)c(COC(=O)c2cc([N+](=O)[O-])ccc2N2CCOCC2)c1 | 3 | -2 | -197 | -0.2 | -3 | 8 | -5 | 2.3
CCc1ccccc1NC(=O)c1ccc(F)c(S(=O)(=O)N2CCC(C(N)=O)CC2)c1 | -4 | -3 | . | . | . | 0 | 1 | .
Cc1cc(C)cc(N(CC(=O)Nc2cccc(C)c2C)S(=O)(=O)c2c(C)[nH]c(=O)[nH]c2=O)c1 | -1 | 5 | -9 | 0.2 | -1 | -7 | -7 | -0.5
COCCN(C(=O)c1ccccc1)c1nc(-c2ccc(OC)cc2)cs1 | 6 | -8 | -9 | 0.4 | -2 | 1 | 11 | 0.3
O=C(/C=N/O)NCCCN1CCCCCC1 | 4 | 7 | . | . | . | 3 | -1 | .
C[C@H](CO)N1C[C@H](C)[C@H](CN(C)C(=O)Nc2ccccc2)Oc2c(NC(=O)Nc3ccc(F)cc3)cccc2C1=O | 5 | -11 | 9 | -0.9 | 1 | 1 | 5 | 1.1
O=C(CC(F)(F)F)N1C[C@H]2[C@@H](c3ccccc31)[C@H](CO)N2C(=O)C1CC1 | 0 | -9 | -3 | 0.0 | 2 | 5 | 5 | -1.3
NC(=O)NC(=O)COC(=O)c1sc2ccccc2c1Cl | -16 | 28 | -5 | -0.1 | . | . | . | 1.7
OCCC1CN(Cc2ccc3cc(Cl)ccc3n2)CCN1Cc1ccsc1 (stereo not given) | 11 | 6 | -21 | -0.1 | -4 | 0 | 2 | -1.1
Cc1ccccc1-c1ccc2c(c1)O[C@H](CN(C)C)[C@@H](C)CN([C@@H](C)CO)S2(=O)=O | 0 | 15 | 18 | 0.0 | 0 | -2 | 0 | -1.3
COc1ccc(Cl)c2sc(N3CCN(C(=O)C4=COCCO4)CC3)nc12 | 0 | 24 | 1 | 0.0 | 0 | . | -5 | 0.3
Cc1nc2n[nH]c(N)c2c2c1COC(C)(C)C2 | -1 | 16 | . | . | . | 1 | 0 | .
C[C@H](CO)N1C[C@H](C)[C@@H](CN(C)C(=O)Nc2ccccc2F)Oc2cc(-c3ccc(F)cc3)ccc2S1(=O)=O | -5 | -16 | -7 | -0.8 | -1 | 6 | -6 | -2.6
Cc1nc2ccccc2c2oc(C(=O)NC3CC3)cc12 | . | . | -1 | -0.1 | 2 | 5 | 3 | -2.3

Following part.
SMILES | ARNT-TACC3 inh | GSIS activator | RAD52 anneal inh | Xi reactivation | ERAP1 HTS inh | RAD54 branch | esBAF inh | CFTR F508del cor
Cc1ccccc1N(C(=O)c1ccccn1)C(C(=O)NCc1ccccc1)c1ccncc1 (stereo not given) | 8 | 6 | -9 | 0.0 | 4 | -3 | -2 | -0.1
CCOC(=O)c1oc2ccccc2c1NC(=O)CN1CCN(C)CC1 | . | 7 | -3 | . | 2 | 10 | . | .
Cc1ccc(NC(=O)c2ccc3nc[nH]c3c2)cc1C | 10 | 3 | -2 | 0.0 | -2 | 12 | 88* | .
O=C(NCC(=O)N1CCN(c2ccccc2O)CC1)c1ccco1 | . | 15 | -14 | 0.0 | 4 | -5 | -2 | 2.7
O=C(O)c1c(Cl)c(Cl)c(Cl)c(Cl)c1C(=O)N1CCCCCC1 | 3 | 0 | -11 | 0.0 | 2 | . | . | 3.7
Cc1nc2c(C)c(C)c(C)c(C)c2nc1C | . | . | 4 | 0.0 | . | -6 | . | 0.3
